# Screening data: PubChem BioAssay, several laboratories
# E coli Lon inh = inhibits E. coli Lon protease; AID 602123; inhibition, % at 7.94 µM; P0A9M0; 360,000 compounds, 0.42% hits; purified E. coli Lon protease, fluorescence polarization; in the data active means inhibition above about 13%, passing the limit was not always enough;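 further: 0% = enzyme with probe and DMSO and 100% = no enzyme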
# Target sequence (P0A9M0 whole entry, looked up): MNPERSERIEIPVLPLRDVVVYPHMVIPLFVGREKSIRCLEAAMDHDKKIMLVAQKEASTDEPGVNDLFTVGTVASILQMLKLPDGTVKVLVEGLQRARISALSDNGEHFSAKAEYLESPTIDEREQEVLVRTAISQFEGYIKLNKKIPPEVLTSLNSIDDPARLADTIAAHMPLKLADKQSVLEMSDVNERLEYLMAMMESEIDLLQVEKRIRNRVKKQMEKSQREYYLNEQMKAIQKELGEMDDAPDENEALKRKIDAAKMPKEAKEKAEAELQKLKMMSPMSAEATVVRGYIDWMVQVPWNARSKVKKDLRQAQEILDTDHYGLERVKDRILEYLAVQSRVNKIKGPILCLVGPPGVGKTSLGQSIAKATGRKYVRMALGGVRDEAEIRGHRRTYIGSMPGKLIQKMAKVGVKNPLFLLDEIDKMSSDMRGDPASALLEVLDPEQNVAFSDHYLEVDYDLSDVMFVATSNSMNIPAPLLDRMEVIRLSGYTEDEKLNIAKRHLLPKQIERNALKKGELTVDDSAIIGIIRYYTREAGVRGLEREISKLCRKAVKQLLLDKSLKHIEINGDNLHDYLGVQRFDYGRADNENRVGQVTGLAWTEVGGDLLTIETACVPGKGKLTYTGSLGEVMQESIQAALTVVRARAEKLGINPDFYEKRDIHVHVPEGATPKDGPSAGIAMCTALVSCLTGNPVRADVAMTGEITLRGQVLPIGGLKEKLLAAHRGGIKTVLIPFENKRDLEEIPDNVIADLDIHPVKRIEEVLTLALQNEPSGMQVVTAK
# Rin1 Abl inh = inhibitors of human Rin1-Abl protein interaction. P00519+Q13671. TR-FRET Rin1/Abl binding, biochemical. inhibition, % at 7.35 µM. 360,000 compounds, 0.4% hits. AID 588664; in the data active means inhibition above about 5%, passing the limit was not always enough
# MT1-MMP act inh = MT1-MMP (human) activation inhibition; P50281; HT1080 RFP-PRO-GFP cells, GFP/RFP ratio fluorescence, overnight; percent of plate control window, DMSO zero; GFP/RFP ratio change, % at 20 µM; 360,000 compounds, 0.061% hits; AID 651647;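 active means GFP/RFP ratio change of at least 30% with cell ATP level not reduced by more than half and red fluorescence within 50% of control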; further: strong numbers were not always called active
#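 Assay system: RFP-PRO-GFP reporter HT1080 cells; read-out basis: GFP/RFP fluorescence ratio; benchmarks: DMSO wells and RFP-L50D-GFP cells; doses: 20 µM single dose, 1% DMSO; schedule: overnight cell settling, then overnight compound exposure, 37 °C, 5% CO2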
# bovine MsrA act = bovine methionine sulfoxide reductase A activation; purified bovine MsrA, absorbance read-out; activation, % at 10.6 µM; 360,000 compounds, 0.3% hits; AID 602163; in the data active means activation above about 7.5%;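 further: 0% = vehicle and 100% = reference activator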
# NRP1-CendR mod = modulators of CendR peptide binding to human neuropilin-1 | FAM-RPARPAR peptide binding to NRP-1, fluorescence polarization | inhibition, % at 25 µM | O14786 | AID 602438 | 360,000 compounds, 0.85% hits;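 active means inhibition or corrected inhibition above about 18%, plus a signal ratio from 0.5 to 1.5, limit read from the data, passing the limit was not always enough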; further: strong numbers were not always called active
# Neddyl block = blocks human cullin neddylation | calls only at 25 µM | P61081+Q13564 | AID 651699 | 360,000 compounds, 0.58% hits | TR-FRET cullin neddylation, biochemical; in the data active means inhibition above about 36%
# FAS-TE inh = inhibitors of human fatty acid synthase thioesterase domain. P49327. recombinant FAS-TE, OMFH fluorogenic substrate, fluorescence endpoint. inhibition, % at 15 µM. 360,000 compounds, 0.67% hits;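 active means compounds whose normalised, plate-corrected inhibition of enzyme fluorescence in the single-dose primary screen is 50% or more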;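 further: 0% = DMSO with enzyme and 100% = substrate without enzyme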
# MLLE-PAM2 inh = inhibitors of microRNA-mediated deadenylation, human PABP1 MLLE binding | GST-MLLE / FITC-PAM2 fluorescence polarization | inhibition, % at 20 µM | P11940 | 360,000 compounds, 0.36% hits; in the data active means inhibition above about 35%, passing the limit was not always enough;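 further: plate controls were DMSO wells with GST-MLLE for no effect and wells lacking GST-MLLE protein for full effect; some results filed as inactive read as strong as hits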
# SKN-1 block = C. elegans SKN-1 inhibition; C. elegans VP596 Pgst-4::GFP/RFP ratio, acrylamide-induced, 24 h; inhibition, % at 21.8 µM; 360,000 compounds, 0.49% hits; AID 624304;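 active means interference check ratio from 0.5 to 1.5 plus GFP to RFP signal ratio inhibition reaching or exceeding a fixed threshold, cut at about 30% in these data, passing the limit was not always enough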; further: some compounds called inactive have numbers as strong as hits
# An asterisk follows results filed as active; i = inactive; · = no result given; + = active, no number. Rows were taken by chance; about 4% have a hit in one of these screens.
SMILES,E coli Lon inh,Rin1 Abl inh,MT1-MMP act inh,bovine MsrA act,NRP1-CendR mod,Neddyl block,FAS-TE inh,MLLE-PAM2 inh,SKN-1 block
OC1(c2ccccc2)c2ccccc2-c2ncccc21 (stereo not drawn),2,4,-2,0,-3,i,-3,-2,-7
O=C(CNC(=O)c1cccc(S(=O)(=O)N2CCc3ccccc32)c1)Nc1ccccc1Br,5,3,9,-2,-7,i,21,-2,-5
COCc1cnc(C)nc1N,3,3,-1,-3,6,i,-2,-4,-6
O=C(Nc1c(F)cc(F)cc1Br)c1cc(S(=O)(=O)N2CCN(c3ccccn3)CC2)ccc1F,5,3,-2,-5,-1,i,35,-7,3
O=C(NN=C1CCN(Cc2ccccc2)CC1)c1cccc(S(=O)(=O)Nc2ccccc2Cl)c1,-1,0,1,-9,2,i,-10,-5,0
COc1ccccc1NC(=O)Nc1nc(CC(=O)Nc2ccc(F)c(F)c2)cs1,3,0,4,-1,4,i,20,4,16
Cc1ccc(C(=O)NCC(=O)OCC(=O)c2ccc(Cl)s2)cc1,2,-2,0,3,5,i,1,-9,7
COc1cccc(N2CCN(c3ccc(S(=O)(=O)N4CCCC4)cc3)CC2)c1,-10,-3,7,-1,3,i,-8,13,6
c1coc(C2=NCCc3ccccc32)c1,-14,-1,0,-6,3,i,-5,-16,13
COc1ccc(OC)c(S(=O)(=O)N2CCC(C(=O)N3CCCCCC3)CC2)c1,-7,0,4,0,6,i,-2,3,0
CCN(CC)CCn1cnc2c([nH]c3cccc(OC)c32)c1=O,0,-1,1,0,9,·,-4,16,-10
O=C(Cc1ccc(Cl)cc1)NCCS(=O)(=O)N1CCN(c2ccccc2)CC1,-7,1,16,-6,-8,i,-2,20,-4

# Overlap with the part before: two compounds; new compounds follow.
SMILES,E coli Lon inh,Rin1 Abl inh,MT1-MMP act inh,bovine MsrA act,NRP1-CendR mod,Neddyl block,FAS-TE inh,MLLE-PAM2 inh,SKN-1 block
CCN(CC)CCn1cnc2c([nH]c3cccc(OC)c32)c1=O,0,-1,1,0,9,·,-4,16,-10
O=C(Cc1ccc(Cl)cc1)NCCS(=O)(=O)N1CCN(c2ccccc2)CC1,-7,1,16,-6,-8,i,-2,20,-4
O=C(Nc1ccnn1C1CCN(Cc2ccc3nonc3c2)CC1)c1cccc(F)c1,3,-4,-1,0,3,i,6,4,8
C[C@@H](c1ccccc1)N1C[C@H](COCc2ccccc2)Oc2cc(N3CC[C@@H](N(C)C)C3)ccc2S1(=O)=O,1,·,-10,1,-4,i,20,·,8
COc1cccc(CN(C)CC(=O)Nc2sc3c(c2C#N)CCC3)c1OC,3,0,-6,-2,2,i,-7,-5,6
CCNc1nc2c(c(=O)[nH]c(=O)n2C)n1CC(C)C,2,-1,2,-1,1,i,-7,1,-2
CC1(/[N+]([O-])=C/c2cccc(Cl)c2)CCCCC1=O (stereo not drawn),-2,2,-1,-1,4,i,-3,12,3
COC(=O)C1=CN(Cc2ccc(OC)c(OC)c2)C=C(C(=O)OC)C1c1cccc(F)c1,-5,-1,1,2,-7,·,20,0,2
C/C(=N\Nc1nccnc1Cl)c1c(F)c(F)c(F)c(F)c1F,-2,3,1,-12,-12,i,-13,-3,5
CC(C)c1ccc(NC(=O)CSc2nnc(CN3CCOCC3)n2C)cc1,2,18*,0,-3,10,i,-7,8,4
COc1ccc(C(C#N)CC(=O)c2ccc(OCc3ccccc3)c(OC)c2)cc1OC (stereo not drawn),-2,2,2,-1,-6,i,22,11,19
Cc1ccc(-c2csc3nc4c5ccccc5c(NCCCN(C)C)nn4c(=O)c23)cc1,-4,-1,2,-3,-8,·,-11,-38,-2
Cc1ccc(C)c(NC(=O)c2cc(S(=O)(=O)N3CCOCC3)cn2C)c1,-1,4,·,-10,7,i,-8,12,-15
CCOc1ccccc1N1CCN(C(=O)c2ccccc2OCc2c(C)noc2C)CC1,-4,3,3,-1,14,i,-1,-5,-1
CCn1nnc2c(=O)oc3ccccc3c21,-5,2,0,-3,6,i,-7,4,-6
O=C(NCc1cccnc1)c1cccc(S(=O)(=O)Nc2ccc(F)cc2)c1,-5,0,1,-4,9,i,-4,-4,8
CCN(CC)S(=O)(=O)c1ccc2c3c(cccc13)C(=O)S2,3,-1,-9,-1,0,i,14,4,11
O=C(Nc1ccc(C(O)c2ccccc2)cc1)[C@@H]1O[C@H](CO)[C@H](O)[C@H](O)[C@H]1O (stereo partly drawn),0,2,2,-9,4,i,-5,-3,-6
O=C(CSc1ccc(Cl)cc1)NCc1ccncc1,-1,2,-2,-3,10,i,-1,26,-1
O=C(NC(c1ccc2ccccc2n1)c1cccs1)C1CCN(Cc2cccc(C(F)(F)F)c2)CC1 (stereo not drawn),-3,-1,-2,1,-14,i,14,-3,14
CC(=O)Nc1ccc(/C=N/NC(=O)CCN2CCN(c3ccccc3)CC2)cc1,0,-2,2,-3,5,i,-5,6,0
CN(C)S(=O)(=O)c1ccc(Cl)c(NC(=O)COC(=O)CCC2CCCCC2)c1,2,0,3,-1,14,i,23,1,-2
CC1(CC(=O)NNC(=O)Nc2ccccc2)OCCCO1,0,6,5,-6,13,i,-5,-5,-5
COc1ccc(NC(=O)CCNS(=O)(=O)c2ccc3c(c2)c(=O)n(C)c(=O)n3C)c(OC)c1,2,-5,2,-2,-3,i,-9,7,-3
CCCc1nnc(NC(=O)CCC(=O)N2CCN(S(=O)(=O)c3ccc(C)cc3)CC2)s1,7,-1,-2,-3,10,i,-2,-7,-7
COc1ccc(C2CC(c3cccc(OC)c3)=NN2c2ccc(S(N)(=O)=O)cc2)cc1 (stereo not drawn),4,-3,-4,-1,-7,·,19,-2,-11
COc1ccc(S(=O)(=O)N[C@@H]2C=C[C@@H](CC(=O)N3CCc4ccccc4C3)O[C@@H]2CO)cc1,·,·,-2,·,0,i,·,·,-11
O=S(=O)(c1cccc(-c2nnco2)c1)N1CCCC1,-7,2,6,-6,1,i,-9,4,17
O=C(O)c1ccc(/C=N/NC(=O)c2ccc(F)cc2)cc1,-5,-6,2,-6,6,i,-4,-4,-14
O=C(CSc1nnc(-c2ccccc2F)n1C1CC1)Nc1cccnc1Cl,4,-6,-5,-2,-3,i,-8,4,-2
COc1ccc(NC(=O)C2(C)Cc3c(-c4ccc(C(N)=O)cc4)ccnc3O2)cc1OC (stereo not drawn),-6,-1,-1,-1,-5,i,-4,4,1
COc1ccc2[nH]cc(C(O)CN3CCC(C(N)=O)CC3)c2c1 (stereo not drawn),-8,-4,1,-4,-9,i,-6,-2,-25
COCCN1C(=O)c2oc3ccccc3c(=O)c2C1c1ccc(OC)c(OC)c1 (stereo not drawn),-4,2,-1,-2,0,i,-1,-6,11
COCc1cc(=O)[nH]c2cc(NC(=O)C3CC3)c(C)cc12,-5,0,2,-1,4,i,-10,-6,14
CN(Cc1cccnc1)C(=O)CNC(=O)c1ccc(Cl)cc1Cl,-3,2,-2,-6,5,i,-5,0,-5
C=CCOc1c(CNn2nnnc2N)cccc1OC,2,2,7,0,-2,i,-2,-3,12
CCc1ccc(S(=O)(=O)c2ccc(-n3nc(C)cc3N)cc2)cc1,5,0,4,0,-10,i,2,10,14
COC(=O)[C@@]12CCCCN1[C@H](c1ccc(-c3ccc(C(C)=O)cc3)cc1)[C@H]1C(=O)N(C)C(=O)[C@H]12,13,5,1,0,17,i,29,-15,-3
Cc1nc(N)c(C#N)c(-c2ccccc2)c1C,-5,4,-7,-8,-1,i,-3,-4,2
CC1(C(=O)NS(=O)(=O)c2cccc(Cl)c2)CCN1C(=O)CCc1cccs1 (stereo not drawn),0,-2,2,2,-5,i,-8,-16,11
O=C(CCNC(=O)c1ccco1)NNC(=O)c1ccc(Br)cc1,2,-4,1,-6,8,i,-6,19,-13
COc1ccccc1NC(=O)CSc1ccc(-c2ccccn2)nn1,-3,-5,4,-3,8,i,0,6,-7
O=C(COC(=O)/C=C/c1ccco1)Nc1cccc([N+](=O)[O-])c1,-5,1,-6,-12,6,i,27,-4,-7
CC(OC(=O)Cc1ccc(F)cc1)C(=O)N1CCc2ccccc21 (stereo not drawn),-1,-1,-6,0,1,i,7,-6,9
COc1ccc(C(=O)Nc2ccccc2C(=O)Nc2ccccn2)cc1,2,2,-1,-2,1,i,8,13,23
CC(C)c1nnc(NC(=O)C2CC(=O)N(CCc3ccc(F)cc3)C2)s1 (stereo not drawn),0,5,1,-3,-18,i,1,11,-6
CC1CN(C(=O)COC(=O)/C=C/c2cccc([N+](=O)[O-])c2)CC(C)O1 (stereo not drawn),2,0,-9,-2,14,i,-3,4,20
CC1CC(C)CN(c2ncnc3c2cnn3Cc2ccc(Cl)cc2)C1 (stereo not drawn),-1,-2,2,2,-11,i,21,3,12
O=C1/C(=C/C=C/c2ccccc2)Oc2c1ccc(O)c2CN1CCN(CCO)CC1,-91,-6,-18,-6,-107,i,-8,-14,-11
Cc1ccccc1NC(=O)C1CCN(c2cc(-c3ccccc3)nc3ncnn23)CC1,-2,-5,4,-1,-11,i,-4,-17,-5

# Single entries from above.
# `CC(C)c1nnc(NC(=O)C2CC(=O)N(CCc3ccc(F)cc3)C2)s1` (stereo not drawn) – MT1-MMP act inh: 1
# `CC1(C(=O)NS(=O)(=O)c2cccc(Cl)c2)CCN1C(=O)CCc1cccs1` (stereo not drawn) – NRP1-CendR mod: -5
# `CC1CN(C(=O)COC(=O)/C=C/c2cccc([N+](=O)[O-])c2)CC(C)O1` (stereo not drawn) – Rin1 Abl inh: 0
# `Cc1nc(N)c(C#N)c(-c2ccccc2)c1C` – SKN-1 block: 2
# `Cc1ccccc1NC(=O)C1CCN(c2cc(-c3ccccc3)nc3ncnn23)CC1` – E coli Lon inh: -2

# Remaining list, next part.
SMILES,E coli Lon inh,Rin1 Abl inh,MT1-MMP act inh,bovine MsrA act,NRP1-CendR mod,Neddyl block,FAS-TE inh,MLLE-PAM2 inh,SKN-1 block
O=C(NC1CCCC1)C1CC(=O)N(c2ccc(F)cc2)C1 (stereo not drawn),-9,0,0,1,12,i,-5,-3,1
Cc1ccn2c(=O)nc(SCC(=O)N3CCCCC3)nc2c1,2,-1,-2,-10,-15,i,-7,4,-19
O=C(NC1CC1)C1=C[C@H](c2ccc(C(F)(F)F)cc2)C[C@H](OCCCCO)O1,4,4,10,-8,12,i,-4,-18,-2
O=C(COc1ccc(Cl)cc1)Nc1ncccn1,5,1,2,-10,-3,i,-5,-1,-5
CC(C)CC(C(=O)NC(=O)NCc1ccccc1)N1C(=O)c2ccccc2C1=O (stereo not drawn),-3,-1,0,-8,-9,i,21,-2,-23
O=C1c2cccc3c(O)ccc(c23)C(=O)N1Cc1ccco1,+,-13,-89,-6,143,i,-128,i,-48
Cc1ccc(CC2CC(=O)N(CC(=O)O)C2=O)cc1 (stereo not drawn),2,-2,-2,3,-4,i,-3,-6,-5
CCOCC(=O)Nc1nc2ccc(OC)cc2s1,8,-5,1,-2,1,i,-2,22,23
CC(C)c1ccc(OCC(=O)Nc2ccncc2)cc1,-2,3,4,1,19,i,0,2,-3
O=C(c1ccccc1)c1ccc(OCC(O)CNC2CCCc3ccccc32)cc1 (stereo not drawn),-5,3,3,3,6,i,0,-8,-11
O=C(NCc1ccncc1)c1cccc(S(=O)(=O)NCc2ccccc2)c1,5,2,-1,-1,11,i,-2,5,-8
COc1ccc(/C=N/n2c(C)nnc2C)c(OC)c1OC,-2,0,-1,-4,-2,i,-6,-7,-9
CCOC(=O)C(C)Sc1nc2ccccc2c(=O)n1CC1CCCCC1 (stereo not drawn),3,6,1,0,-4,i,28,-12,11
COc1ccc(NC(=O)c2cc(-c3ccc(C)o3)nc3ccccc23)cc1,-12,-2,-4,-4,-4,i,1,16,5
Cn1ccnc1SCc1cccc([N+](=O)[O-])c1,-1,2,0,-1,-1,i,0,-102,-3
